NPY1 pot ag: NPY-Y1 receptor potentiators or agonists, primary screen, cell-based. 220,000 compounds, 0.37% hits. activation, % at 3.6 µM. NPY-Y1 expressing cells, potentiator/agonist activation; in the data active means activation above about 33%, passing the limit was not always enough;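 further: cells stimulated with NPY at EC10 then isoproterenol at EC100; 0% = low agonist plus stimulus and 100% = saturating agonist plus stimulus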
Target sequence (P25929 whole entry, looked up): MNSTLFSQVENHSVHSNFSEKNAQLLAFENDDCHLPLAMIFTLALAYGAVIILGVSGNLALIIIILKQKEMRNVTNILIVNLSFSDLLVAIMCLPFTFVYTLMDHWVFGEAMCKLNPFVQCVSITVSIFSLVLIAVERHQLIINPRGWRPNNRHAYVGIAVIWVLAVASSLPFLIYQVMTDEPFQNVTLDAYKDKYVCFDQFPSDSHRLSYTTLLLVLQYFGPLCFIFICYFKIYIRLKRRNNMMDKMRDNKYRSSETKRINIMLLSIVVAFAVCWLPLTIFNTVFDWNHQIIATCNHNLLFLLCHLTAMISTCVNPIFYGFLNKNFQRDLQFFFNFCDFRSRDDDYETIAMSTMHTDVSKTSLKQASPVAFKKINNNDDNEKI
CHOP inh: inhibitors of CHOP promoter induction, primary screen, cell-based, unfolded protein response, luciferase reporter | 220,000 compounds, 3.8% hits | inhibition, % at 10 µM | CHO-K1 CHOP-promoter luciferase, tunicamycin-induced, 15-18 h | AID 2732, 2010;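 active means compounds that reduced the stress-induced luciferase reporter signal by more than about 70% of percent inhibition, limit read from the data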;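 further: 0% = tunicamycin plus vehicle and 100% = wells without tunicamycin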
NPY-Y1 antag: NPY-Y1 receptor antagonists, primary screen, cell-based; Neuropeptide Y receptor type 1 (Homo sapiens), P25929; HEK293-CNG Y1 cells, membrane potential fluorescence; NPY at EC95, then isoproterenol; inhibition, % at 3.6 µM; 200,000 compounds, 1% hits;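 active means inhibition above the campaign mean inhibition of all tested compounds plus 3 SD, cut at about 20% in these data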;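 further: 0% = DMSO wells given NPY plus isoproterenol and 100% = isoproterenol alone without NPY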
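Test system: HEK293 cells co-expressing NPY Y1 receptor and cyclic-nucleotide gated channel; Also added: NPY (25 nM), isoproterenol (1 µM), Ro 20-1724 (25 µM); Compound dosing: one concentration, 3.6 µM, in 0.4% DMSO; Timing: dye 3 h, compound 60 min room temperature, stimulation 45 min; Technique: Membrane-potential fluorescent dye readout.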
S1P4 antagonist: S1P4 receptor antagonists, primary screen, cell-based. Sphingosine 1-phosphate receptor 4 (Homo sapiens), O95977. S1P4-expressing cells, antagonist mode, reporter read-out. inhibition, % at 4.98 µM. 220,000 compounds, 0.26% hits. AID 1510, 2009; in the data active means inhibition above about 29%;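 further: 0% = wells stimulated with agonist and 100% = vehicle wells without agonist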
BaF3 parental: parental Ba/F3 cell viability inhibition, counter-screen for JAK2V617F inhibitor project, murine pro-B, CellTiter-Glo luminescence; CellTiter-Glo ATP luminescence; inhibition, % at 5.6 µM; 220,000 compounds, 1.1% hits; AID 1486, 2009;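 active means inhibition above a per-campaign cutoff, the mean inhibition of all tested compounds plus 3 SD, cut at about 27% in these data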;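 further: 0% = DMSO wells and 100% = JAK Inhibitor I control wells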
NCF1 inh: p47phox/p22phox peptide binding inhibitors, primary screen, biochemical, uHTS, NADPH oxidase regulatory subunit | Neutrophil cytosol factor 1 (Homo sapiens), P14598 | fluorescence polarization, 2 h | 220,000 compounds, 0.53% hits | inhibition, % at 24.7 µM;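 active means inhibition above about 30%, limit read from the data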;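 further: 0% = p47phox with labelled peptide and 100% = labelled peptide alone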
NPY-Y2 PAM-ag: NPY-Y2 potentiators or agonists, primary screen, cell-based; Neuropeptide Y receptor type 2 (Homo sapiens), P49146; cells expressing NPY-Y2, potentiator/agonist read-out; activation, % at 3.6 µM; 220,000 compounds, 0.45% hits; AID 1359, 2008; in the data active means activation above about 27%;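 further: cells stimulated with NPY near EC25 plus isoproterenol at EC100; 0% = vehicle plus submaximal agonist and 100% = vehicle plus saturating agonist; some results beyond the cut were filed as inactive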
Target sequence (P49146 whole entry, looked up): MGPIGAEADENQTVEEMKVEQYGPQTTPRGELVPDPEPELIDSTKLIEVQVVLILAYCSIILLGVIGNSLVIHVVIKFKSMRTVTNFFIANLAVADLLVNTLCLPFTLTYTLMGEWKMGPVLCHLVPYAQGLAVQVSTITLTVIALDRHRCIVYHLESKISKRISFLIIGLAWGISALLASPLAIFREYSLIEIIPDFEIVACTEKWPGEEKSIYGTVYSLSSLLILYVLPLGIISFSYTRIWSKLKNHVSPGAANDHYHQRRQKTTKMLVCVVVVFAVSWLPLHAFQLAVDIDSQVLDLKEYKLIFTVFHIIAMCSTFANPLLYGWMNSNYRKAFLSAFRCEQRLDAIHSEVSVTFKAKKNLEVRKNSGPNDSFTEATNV
S1P4 agonist: S1P4 receptor agonists, primary screen, cell-based. S1P4-expressing cell line, agonist reporter assay. activation, % at 4.98 µM. 220,000 compounds, 0.35% hits. AID 1509, 2009. Sphingosine 1-phosphate receptor 4 (Homo sapiens), O95977; in the data active means activation above about 11%;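 further: 0% = DMSO vehicle and 100% = reference agonist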
Ba/F3 V617F tox: reduced viability of JAK2V617F-dependent Ba/F3 cells, primary screen, JAK2V617F inhibitor project, cell-based, Ba/F3 EpoR-JAK2V617F, luminescence; ATP luminescence; 220,000 compounds, 1.1% hits; inhibition, % at 5.6 µM;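 active means inhibition above the campaign mean plus 3 SD over all tested compounds, cut at about 24% in these data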;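 further: cytokine-independent growth of Ba/F3 cells driven by EpoR plus mutant JAK2; 0% = DMSO-treated cells and 100% = JAK inhibitor I control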
* hit, by the source's call; . = not tested or not shown.

mol,NPY1 pot ag,CHOP inh,NPY-Y1 antag,S1P4 antagonist,BaF3 parental,NCF1 inh,NPY-Y2 PAM-ag,S1P4 agonist,Ba/F3 V617F tox
CCOC(=O)C1=C(C)NC2=C(C(=O)CCC2)C1c1cccnc1 (centres undefined),-11,5,-2,-2,2,-12,-4,0.6,-2
O=C(CC1C=Cc2ccccc2N1C(=O)c1ccccc1)c1ccccc1 (centres undefined),4,-7,.,-8,-3,-18,0,0.6,-4
Cc1sc(NC(=O)c2cccs2)c(C(N)=O)c1C,20,1,-5,-2,1,-8,18,0.8,-2
O/N=C1/C2C3CC4C5C3C1C5C1(OCCO1)C42 (centres undefined),-10,20,5,7,7,0,0,0.2,-2
O=C(/C=C/c1cn(-c2ccccc2)nc1-c1ccc2c(c1)OCCO2)NCCO,3,24,3,-5,11,-4,5,1.2,6
Cc1cc(C)c(S(=O)(=O)NCC(=O)NCc2ccccn2)c(C)c1,0,-1,4,-1,1,-10,6,-1.1,1
CC(=O)c1cccc(NC(=O)c2c(C)nn(-c3ccccc3)c2Cl)c1,2,21,1,-16,13,0,2,0.4,3
Cc1ccc(OCC(=O)NNc2c3ccccc3nc3ccccc23)cc1,1,30,-5,-15,12,30*,-9,0.9,5
CCN1C(=O)CC(C(=O)NC)SC1=Nc1cc(Cl)c(O)c(Cl)c1 (centres undefined),-4,-1,9,-10,2,-5,11,-0.7,-1
N#CCCS(=O)(=O)c1ccc(N)cc1,-9,-8,8,-36,6,-12,8,1.5,0
CC(C)(C)c1ccc(C(=O)Oc2ccccc2CCC(=O)O)cc1,8,-4,.,-13,2,-8,15,1.0,-5
COc1ccc(/C=C/C(=O)OCc2cccc([N+](=O)[O-])c2)cc1,-27,-12,18,-29,1,-2,-7,-0.1,-7
COc1cc2c(cc1OC)-c1cc(OCc3ccccc3Cl)nc(=O)n1CC2,-38,13,0,-3,7,-14,-15,2.6,4
CC(C)Oc1ccc(CSC(=N)N)cc1,-19,-5,2,-2,7,-2,-14,-1.6,-3
Cc1ccc(Cn2nnc3c(=O)n(CC(=O)NCc4ccccc4)cnc32)cc1,7,-29,0,-9,6,-3,2,-0.7,-1
CCCOC(=O)CSC1=C(C#N)C(c2ccccc2Cl)CC(=O)N1 (centres undefined),4,16,1,-19,4,3,10,0.0,-4
Oc1ccc(C2C(c3ccccc3)=NN=C(c3ccc(Cl)cc3)N2O)c(O)c1 (centres undefined),33,7,-1,-1,5,-101,20,0.2,-2
CC(=O)c1csc(COc2ccccc2)n1,0,0,.,2,-2,-12,1,-0.3,-4
CCCc1nc2c([nH]1)c(=O)n(C)c(=O)n2C,14,7,.,-2,1,1,11,2.1,-1
COc1ccccc1-c1cn[nH]c1-c1ccc(OCc2ccc([N+](=O)[O-])cc2)cc1O,23,99*,.,-9,-6,-13,-11,-0.1,-5
O=C(/C=C/c1ccc(F)cc1)NC(Cc1c[nH]c2ccccc12)C(=O)O (centres undefined),-27,33,10,-7,0,-6,-31,-1.7,-2
NS(=O)(=O)c1cccc(NC(=O)CCS(=O)(=O)c2ccc(Cl)cc2)c1,2,-18,4,2,1,-2,1,0.2,-3
Cc1cc(=O)oc2cc(OC(C)C(=O)N3CCCc4ccccc43)ccc12 (centres undefined),1,-6,8,-5,5,-12,2,0.0,-3
N#Cc1cc(-c2ccccc2)oc1/N=C/c1ccccc1O,20,15,-3,16,6,6,-12,-4.2,4
COc1ccc(-c2noc(-c3ccccc3Cl)n2)cc1OC,14,43,2,-13,2,0,8,-5.3,-2
CC1(C#CC[N+]2(C)CCCCC2)CCC2C(O1)c1ccccc1OC2(C)C (centres undefined),8,3,-1,0,3,-2,0,0.1,-4
Cc1ccc2c(C)c(C(=O)Nc3c(C)n(C)n(-c4ccccc4)c3=O)oc2c1,-5,47,2,-20,3,-4,-8,0.9,0
Oc1ccccc1C1=Nc2ccccc2N=C(c2ccco2)C1,-30,-21,0,-12,2,-4,0,1.2,-2
CC(=O)c1cc(F)c(N2CCN(C(=O)Cc3ccccc3)CC2)cc1C,-21,34,5,-2,6,0,7,-1.4,3
CC(C)(C)NC(=S)N/N=C/c1cccnc1,-8,-10,.,8,2,5,-6,1.1,3
CCN(CC)c1ccc(NC(=O)Nc2ccccc2C(F)(F)F)cc1,-10,38,5,-1,2,-63,-10,0.3,-2
CSCCC(NC(N)=O)C(=O)NCC1CCCCC1 (centres undefined),22,50,3,-13,0,-14,6,-0.1,-3
CCOC(=O)/C(=C\c1ccc(OC(F)F)cc1)C1=Nn2c(nnc2-c2ccc(Cl)cc2)SC1,-8,107*,-5,31*,7,-6,12,-0.3,-2
c1ccc(N2CCN(c3nc(-c4cccs4)nc4ccccc34)CC2)cc1,-36,57,10,-18,8,-42,-24,0.0,0
CCOc1ccc(C(=O)Nc2nncs2)cc1OCC,-6,32,0,-16,2,-13,-16,0.0,-2
CC(C)(C)NC(=O)CN(C(=O)CS(=O)CC(=O)Nc1ccc(F)cc1)c1ccc(F)c(Cl)c1 (centres undefined),17,-2,-2,-9,2,-16,15,1.1,2
O=C(NC1CCCCC1)C(Cc1ccccc1)NS(=O)(=O)c1cccs1 (centres undefined),20,21,1,-6,10,-15,-11,1.8,-2
CC(=O)NNc1nc(-c2ccccc2)cs1,-2,-11,-2,-12,4,-5,0,1.1,0
O=C(Cn1nc(-c2ccccc2)ccc1=O)NCC1COCCO1 (centres undefined),1,1,-1,-1,7,-5,2,-1.9,3
Cn1c(CO)cnc1SCc1ccc(Cl)cc1,-5,-9,-7,-4,-1,-9,-13,0.8,1
COc1ccc(-c2noc(CCC(=O)N3CCN(Cc4ccccc4)CC3)n2)cc1,-13,47,11,-3,8,-6,10,0.7,-3
CCOC(=O)c1snc(C(=O)NC2CCCCC2)c1N,-4,20,2,0,0,-9,4,0.2,-2
CCOC(=O)C1=C(C)NC(C)=C(C(=O)OCCNC(=O)c2cccnc2)C1c1cccc([N+](=O)[O-])c1 (centres undefined),-2,11,2,-20,10,0,3,-1.1,8
CCCOc1nc2c(c(=O)n(C)c(=O)n2C)n1C,-5,-19,.,13,-2,-15,1,-0.3,-3
Cc1cc(-c2ccccc2)n(-c2ccc(C(=O)N3CCN(c4ncccn4)CC3)cc2)n1,5,36,7,-5,0,-11,10,3.2,-2
CCN1/C(=C/c2ccc3cccc(C)c3[n+]2CC)Sc2ccccc21,-44,69,9,-22,89*,-81,15,-2.3,98*
O=C(c1ccc(S(=O)(=O)NCc2ccco2)cc1)N1CCN(Cc2ccc3c(c2)OCO3)CC1,16,0,-6,8,2,-6,5,-1.7,0
Cc1cc(NC(=O)CCCn2cnc([N+](=O)[O-])n2)no1,0,-6,2,-5,-1,-9,-10,-1.1,-4
CCOc1c(N2CC(C)OC(C)C2)c(=O)c1=O (centres undefined),-2,-20,.,-3,-2,-9,7,0.3,0
COc1ccc(CCNC(=O)C2CCN(S(C)(=O)=O)CC2)cc1OC,-19,6,-4,-17,-1,0,10,3.1,1
CN1C(=O)/C(=N\OC(=O)c2cccc3ccccc23)c2ccccc21,16,95*,-1,-16,6,-5,0,-0.5,1
CN(C)c1ccc(C2CC(=O)OC3=C2C(=O)CC(C)(C)C3)cc1 (centres undefined),22,3,3,-12,5,-11,5,1.2,-2
O=C(/C=C/c1ccccc1)NCC(=O)N/N=C\c1cccnc1,0,-14,5,-18,10,-14,14,-1.1,3
CC(C(=O)Nc1ccccc1)N(C)CCOc1ccc(Br)cc1 (centres undefined),-22,84*,7,-12,1,-1,-1,0.9,-3
COC(=O)c1c(N)n(-c2cc(OC)cc(OC)c2)c2nc3ccccc3nc12,0,.,2,-34,6,.,1,2.5,-1
O=C(O)CCc1nn2c3ccccc3n(CC(=O)c3ccccc3)c2nc1=O,1,-4,5,-8,-1,-1,6,0.6,-5
CCc1nc(NCc2ccco2)c2oc3ccccc3c2n1,-21,35,-5,-13,4,-28,-2,-0.1,0
N#C/C(=C\c1ccc(O)c(O)c1)C(=O)N1CCCC1,-2,-3,3,-14,1,-5,-9,1.8,3
CC12CCC(C(=O)N(CC3CO3)C1=O)C2(C)C (centres undefined),26,-25,1,-12,2,2,-7,-1.3,0
O=C(OCC(=O)N1N=C(c2ccc(Cl)cc2)CC1c1ccco1)c1ccco1 (centres undefined),4,47,2,-10,11,-34,-12,0.7,0

Whole records as entered above:
O=C(NC1CCCCC1)C(Cc1ccccc1)NS(=O)(=O)c1cccs1 (centres undefined) as listed: NPY1 pot ag = 20; CHOP inh = 21; NPY-Y1 antag = 1; S1P4 antagonist = -6; BaF3 parental = 10; NCF1 inh = -15; NPY-Y2 PAM-ag = -11; S1P4 agonist = 1.8; Ba/F3 V617F tox = -2
O=C(/C=C/c1cn(-c2ccccc2)nc1-c1ccc2c(c1)OCCO2)NCCO as listed: NPY1 pot ag = 3; CHOP inh = 24; NPY-Y1 antag = 3; S1P4 antagonist = -5; BaF3 parental = 11; NCF1 inh = -4; NPY-Y2 PAM-ag = 5; S1P4 agonist = 1.2; Ba/F3 V617F tox = 6

Other entries follow:
mol,NPY1 pot ag,CHOP inh,NPY-Y1 antag,S1P4 antagonist,BaF3 parental,NCF1 inh,NPY-Y2 PAM-ag,S1P4 agonist,Ba/F3 V617F tox
Cc1ccc(-c2c3c(=O)n(C)c(=O)n(C)c3cn2N2CCOCC2)cc1,-11,-7,-1,0,7,-11,-3,-0.9,1
O=C(NCC(=O)N(c1cccnc1)C(C(=O)NC1CCCC1)c1ccc(F)cc1)c1ccco1 (centres undefined),13,-20,4,-21,4,4,-4,-0.3,2
OCCC1CN(C2CCSCC2)CCN1C1CCCC1 (centres undefined),-6,-19,13,2,3,1,-8,-0.9,1
Cc1ccc(OCCn2cc(/C=N/NC(=O)c3ccncc3)c3ccccc32)cc1,-9,24,-2,-13,4,1,2,0.1,0
CC(=O)c1ccc(NC(=O)CC23CC4CC(C2)CC(n2nnc(C)n2)(C4)C3)cc1,-5,0,-6,-7,8,-3,1,-1.2,8
Cc1ccc(C)c(N2CCN(S(=O)(=O)c3ccc4c(c3)oc(=O)n4C)CC2)c1,0,62,6,-4,1,0,-1,-0.6,-4
CCOc1cc(S(=O)(=O)NCc2ccccc2)ccc1F,-16,19,0,-26,1,-5,10,-0.7,-4
Cc1ccc(-n2c(=O)cc(N3CCC(C)CC3)[nH]c2=O)cc1,16,-7,-4,2,1,2,-3,1.2,0
O=C(CCCOc1ccccc1)Nc1ncccn1,23,-20,-5,-22,5,-5,-4,4.3,0
CC(C)=CC(=O)OCC(=O)Nc1nc(C)c(Cl)cc1Cl,-11,48,6,-6,-3,-17,6,-2.0,-3
